Nrf2 ARE act = activates Nrf2 signaling. AREc32 ARE-luciferase reporter (MCF7-derived line), luminescence, 24 h. actives 0.31% (n = 410,000). Potency, µM (titrated, usually from 46.1 µM), without a hit: at the top dose activation, usual class: activators; also: % of control where 0% means no effect; nearly all actives have a fitted effect of over 65% in size
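Nrf2 activation is followed as ARE-luciferase induction in the AREc32 line after one day of compound treatment; luminescence is read with Steady-Glo.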
EPAC2 antagonist = antagonists of human EPAC2; Potency, µM (doses to about 114 µM), inactives show top-dose activity, negative = inhibition, hits mostly inhibitors; EPAC2 GEF exchange of Rap1B-BODIPY-GDP, fluorescence; actives 0.18% (n = 360,000); Q8WZA2; also: % is scaled to controls: 0 for no effect and ±100 for the full control effect; nearly all actives have a fitted effect of over 45% in size; many of its hits are not listed in these tables
Target sequence (Q8WZA2 whole entry, looked up): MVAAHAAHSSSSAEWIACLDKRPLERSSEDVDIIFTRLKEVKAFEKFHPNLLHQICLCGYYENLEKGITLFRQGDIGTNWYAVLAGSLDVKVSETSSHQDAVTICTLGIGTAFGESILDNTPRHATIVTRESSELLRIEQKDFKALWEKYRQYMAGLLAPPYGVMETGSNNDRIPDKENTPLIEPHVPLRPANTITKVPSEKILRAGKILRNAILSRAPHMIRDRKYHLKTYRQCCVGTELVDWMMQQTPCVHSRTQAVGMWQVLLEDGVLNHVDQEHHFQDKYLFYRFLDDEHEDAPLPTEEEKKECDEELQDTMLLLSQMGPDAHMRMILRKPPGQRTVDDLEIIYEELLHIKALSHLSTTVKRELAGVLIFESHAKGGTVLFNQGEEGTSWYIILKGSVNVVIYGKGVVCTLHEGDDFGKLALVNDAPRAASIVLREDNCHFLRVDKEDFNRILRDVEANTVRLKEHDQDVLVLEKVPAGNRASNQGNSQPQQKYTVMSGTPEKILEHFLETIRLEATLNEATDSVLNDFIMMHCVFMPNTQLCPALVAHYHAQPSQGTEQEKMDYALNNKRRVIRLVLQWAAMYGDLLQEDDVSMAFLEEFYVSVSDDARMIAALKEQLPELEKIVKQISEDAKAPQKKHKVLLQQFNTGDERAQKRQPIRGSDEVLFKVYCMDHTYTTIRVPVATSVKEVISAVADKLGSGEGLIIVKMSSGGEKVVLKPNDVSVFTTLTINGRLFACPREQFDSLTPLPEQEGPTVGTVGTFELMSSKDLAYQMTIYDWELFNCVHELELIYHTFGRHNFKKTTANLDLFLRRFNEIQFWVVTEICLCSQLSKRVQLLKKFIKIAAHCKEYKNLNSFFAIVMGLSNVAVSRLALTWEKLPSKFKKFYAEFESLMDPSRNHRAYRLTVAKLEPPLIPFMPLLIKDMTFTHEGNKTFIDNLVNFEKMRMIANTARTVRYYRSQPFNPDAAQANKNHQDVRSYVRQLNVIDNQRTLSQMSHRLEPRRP
TGFb SMAD3 inh = inhibitors of TGF-b signaling; actives 1.2% (n = 410,000); HepG2 CAGA-GFP TGF-b/SMAD3 reporter, GFP fluorescence, 18 h; TGF-beta stimulated, 500 pg/mL final; AID 588855; Potency, µM (titrated, usually from 46.1 µM), for inactives: top-dose activity, negative = inhibition, usual class: inhibitors; also: % is scaled to controls: 0 for no effect and ±100 for the full control effect; nearly all actives have a fitted effect of over 65% in size
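Inhibition of TGF-beta-driven CAGA-GFP reporter expression in HEPG2 cells is measured by cellular GFP fluorescence after 18 h stimulation with 500 pg/mL recombinant TGF-beta in 1% FBS medium at 37 degrees C.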
ATXN2 expr inh = ATXN2 expression inhibition; Potency, µM (series often up to 57 µM), without a hit: at the highest dose activity change, negative = inhibition, actives largely listed as inhibitors; actives 0.72% (n = 360,000); HEK-293 ATXN2-luciferase reporter, luminescence, 24 h; also: % is scaled to controls: 0 for no effect and ±100 for the full control effect; nearly all actives have a fitted effect of over 55% in size
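qHTS (up to 57 uM final) was run with 24 h compound exposure of reporter cells at 37 °C. Each well was multiplexed: SteadyGlo luminescence measured ATXN2-luciferase expression after a fluorogenic Gly-Phe-AFC viability readout (25 uM final).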
A549 viability = kills or reduces viability of A549 cells in Nrf2 counter-screen; A549 ARE-Fluc cells, CellTiter-Fluor viability, 18-24 h; AID 504648; actives 0.16% (n = 390,000); Potency, µM (highest dose often 46 µM), inactives show at the highest dose activity change, negative = cytotoxicity, most hits filed as inhibitors; also: % is scaled to controls: 0 for no effect and ±100 for the full control effect
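Cytotoxicity counterscreen: CellTiter-Fluor fluorescence was measured in A549 ARE_Fluc cells after 18-24 h of compound exposure in a concentration series. The subsequent BugLite luminescent read reports ARE-luciferase activity.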
MCF10A rereplic = induces DNA re-replication in MCF 10a normal breast cells. MCF 10A DNA re-replication, Hoechst nuclear intensity, 48 h. Potency, µM (top dose mostly 46.1 µM), for inactives: top-dose activity, positive = re-replication, most hits filed as activators. actives 2.9% (n = 350,000); also: % of control where 0% means no effect; nearly all actives have a fitted effect of over 50% in size
Nrf2 block = blocks Nrf2 signaling. AID 504444. A549 ARE-Fluc reporter, luciferase luminescence, 18-24 h. actives 2.1% (n = 360,000). Potency, µM (top dose mostly 46 µM), for the others: at the highest dose activity change, negative = inhibition, most hits filed as inhibitors; also: % is scaled to controls: 0 for no effect and ±100 for the full control effect; nearly all actives have a fitted effect of over 60% in size
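In this cell-based qHTS, ARE-driven firefly luciferase in A549 cells reports Nrf2 activity; the luminescent signal after BugLite lysis is the measured value, with a prior CellTiter-Fluor read for cell health.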
HepG2 viability = counter-screen for TGF-b inhibitors: cytotoxicity in HepG2 cells; HepG2 CAGA-GFP viability, ATP luminescence, 18 h; Potency, µM (series often up to 46.1 µM), for inactives: top-dose activity change, negative = cytotoxicity, hits mostly cytotoxic; actives 0.76% (n = 410,000); AID 588856; also: some results filed as inactive show a strong effect at the top dose
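CellTiter-Glo luminescence gave cytotoxicity after 18 hours at 37 degrees C. The cells were HepG2 CAGA-GFP in 1% FBS DMEM, stimulated with 500 pg/mL TGF-beta after compound addition. %Activity was normalised to no-cell wells (complete cell-killing) and DMSO (no toxicity), and curves were fitted and classified.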
S2 tox = reduces viability in counter-screen for ATXN expression inhibitors | S2 cells (HEK-293 line with an ATXN2-luciferase reporter) viability, CellTiter-Fluor protease fluorescence, 24 h | Potency, µM (series often up to 56.7 µM), actives largely listed as cytotoxic | actives 0.49% (n = 400,000); also: nearly all actives have a fitted effect of over 40% in size
The depositor's hits bear a star; i = inactive; ? = inconclusive; . = no result given; & = joins results of further samples; [ ] = remark or other dose. Calls follow the shape of the dose curve; as a rule, active = well fitted curve in the direction sought with a large enough effect; inconclusive = small, poorly fitted or top-dose-only effect, or another doubt; inactive = no such curve, though single readings can be large; an effect the other way counts as inactive or inconclusive. Potency is read from the fitted curve at half-maximal effect. This is a subset. The share of hits here may be higher or lower than overall.

Structure,Nrf2 ARE act,EPAC2 antagonist,TGFb SMAD3 inh,ATXN2 expr inh,A549 viability,MCF10A rereplic,Nrf2 block,HepG2 viability,S2 tox
COc1cccc(C(=O)NCC(=O)N/N=C/c2ccc3c(c2)OCO3)c1,0.1%,-8.7%,11.5%,10.4%,-1.8%,-1.4%,5.3%,18.4%,i
COC(=O)c1sc2cccc(F)c2c1S(=O)(=O)NCc1ccc(Cl)cc1,11.2µM*,.,5.3%,-3.2%,-1.0%,.,-19.2%,6.4%,i
Cc1cn([C@H]2C[C@H](O)[C@@H](/C=C/C(=O)NCCc3cccs3)O2)c(=O)[nH]c1=O,0.4%,6.3%,36.7%,2.4%,.,.,.,6.0%,i
O=[N+]([O-])c1cccc(S(=O)(=O)N2CCN(c3ccccn3)CC2)c1,0.3%,2.5%,6.3%,.,-1.2%,8.5%,-9.0%,-81.0%,?
COc1ccc(CCNC(=O)CN(c2ccc(OC)c(OC)c2)S(=O)(=O)c2ccccc2)cc1OC,0.1%,?,1.3%,-13.7%,1.3%,-32.0%[inhibitor],-4.4%,-17.3%,i
COc1ccc(-c2csc3nc(-c4ccc(C)cc4)oc(=O)c23)cc1OC,0.1%&-0.1%,4.2%,-8.5%&12.9%,9.0%&-30.3%,-0.8%&0.6%,?,1.2%&-0.6%,-14.8%&10.9%,?
COc1ccccc1N1CCN(C(=O)COc2cc(C)cc(C)c2)CC1,-0.8%,15.9%,0.0%,-4.0%,1.2%,3.6%,-3.2%,-32.1%,i
CCCCN(C(=O)CCCSc1nc2ccccc2[nH]1)c1c(N)n(Cc2ccccc2)c(=O)[nH]c1=O,0.0%,1.6%,4.8%,6.5%,0.0%,8.4%,-11.5%,2.9%,i
CC1=C(C(=O)OCC2CCCO2)C(c2coc3ccccc3c2=O)C2=C(CCCC2=O)N1 (stereo not drawn),3.4%,0.2%,1.0%,-23.1%,-15.4%,-1.5%,-7.5%,2.8%,?
CSCCC(NS(=O)(=O)c1ccc2c(c1)oc(=O)n2C)C(=O)NCc1ccccc1 (stereo not drawn),-0.2%&-0.2%,3.1%,-2.1%&-0.1%,15.4%&0.3%,2.0%&-1.1%,19.8%,-25.0%&0.1%,-14.4%&-22.0%,i
O=c1c2ccccc2nc(SCc2cn3ccsc3n2)n1-c1ccccc1,0.2%,-3.1%,-0.3%,-32.6%,-15.4%,1.2%,.,-12.3%,?
COc1ccc(-c2cc(C(=O)NC(C)c3ccccn3)c3ccccc3n2)cc1OC (stereo not drawn),0.4%,-4.9%,-3.7%,8.0%,-8.1%,?,4.0%,-11.4%,i
C[C@@H]1CN([C@H](C)CO)S(=O)(=O)c2ccc(Br)cc2O[C@H]1CN(C)S(C)(=O)=O,-0.1%,-10.9%,12.5%,0.7%,.,.,.,-6.0%,i
CCCCn1nc(C(=O)N(CCOC)c2c(N)n(CCCC)c(=O)[nH]c2=O)c2ccccc2c1=O,0.4%,6.8%,-3.6%,3.6%,-3.3%,-3.3%,1.5%,-5.2%,i
O=S(=O)(NC(=S)NC1CCCCC1)c1cccs1,0.0%,0.6%,-8.7%,4.3%,-0.3%,13.0%,4.4%,8.1%,i
Cc1nc(-c2ccc(F)cc2)sc1CCNC(=O)c1ccc(OC(C)C)cc1,2.3%,.,-14.7%,?,-0.4%,.,.,-1.8%,?
COc1ccccc1OCc1ccc(C(=O)NC(C)(C)C)o1,4.3%,6.1%[57.1 µM],-15.0%,9.6%,-7.4%,-18.2%,12.9%,-4.9%,i
CCC(=O)Nc1ccc2c(c1)C(=O)c1ccccc1C2=O,3.4%,14.2%,-13.9%,87.8%[activator],?,-5.0%,?,-14.1%,i
CCc1noc(C)c1C(=O)NCCc1ccc(Cl)cc1,0.4%,1.2%,-19.9%,-17.2%,3.7%,7.7%,2.7%,-6.0%,i
Cc1ccc(OCc2nc(-c3ccc(C(=O)N4CCN(c5cccc(C(F)(F)F)c5)CC4)cc3)oc2C)cc1,0.4%,.,-12.8%,7.1%,2.2%,.,-8.8%,-17.4%,i
CC(CCc1ccccc1)NC(=O)CNC(=O)c1cccs1 (stereo not drawn),0.0%,-1.6%,-3.8%,5.3%,3.0%,4.1%,10.8%,6.1%,i
CCC(=O)Nc1cccc(NC(=S)NC(=O)c2ccc(C)cc2)c1,6.1%,-1.5%,?,.,0.0%,4.0%,?,-27.4%,i
COc1ccc2cc3cc(C(=O)NCCN4CCc5ccccc5C4)oc3nc2c1,3.9%,3.1%,0.0%,-4.7%,0.7%,?,-25.8%,-49.0%,i
Cc1[nH]nc2nc(SCC(=O)NCC3CCCO3)n(-c3ccc(Br)cc3)c(=N)c12 (stereo not drawn),5.1%,-0.1%,-2.1%,61.7%[activator],-6.3%,12.0%,.,2.5%,i
CC1(C)CC(NC2C3CC4CC(C3)CC2C4)CC(C)(C)N1 (stereo not drawn),-0.4%,-0.9%,0.0%,3.0%,-28.3%,-16.2%,12.6%,-56.5%,i
CN(Cc1ccc(Cl)cc1)C(C(=O)NC1CCCCC1)c1ccnc2ccccc12 (stereo not drawn),-0.9%,-0.5%,?,?,.,.,.,0.7%,?
Cc1sc2ncn(CC(=O)N3CCC(C(N)=O)CC3)c(=O)c2c1S(=O)(=O)N1CCOCC1,-0.7%,0.3%,2.4%,-10.1%,2.9%,2.5%,5.3%,8.7%,i
NS(=O)(=O)c1ccc(NC(=O)c2ccc(Cl)c(S(=O)(=O)NCc3ccco3)c2)cc1,3.8%,0.8%,-28.0%,-6.2%,4.5%,-4.1%,-11.6%,-7.3%,i
COc1ccccc1Cn1nnc2c(=O)[nH]c(C3CCN(C(=O)c4ccc(C)cc4)CC3)nc21,0.5%,-1.6%,-5.4%,-5.7%,-0.7%,-3.1%,-10.4%,-0.2%,i
COc1ccc(N(C(=O)c2ccc(C)cc2)S(=O)(=O)c2cccs2)cc1,-1.0%[9.22 µM],0.0%,3.9%,-11.6%,3.5%,?,0.1%,-36.5%,i
O=S(=O)(NCc1cc(-c2ccccc2)no1)c1ccc(Cl)cc1,-0.4%,2.5%,-4.0%,-14.0%,-3.7%,14.0%,?,-13.1%,i
CCc1ccc(C(=O)c2cn(CC(=O)Nc3ccc(OC)cc3)c3cc4c(cc3c2=O)OCO4)cc1,-0.8%,.,3.9%,-4.4%,1.0%,.,6.1%,-13.0%,i
O=[N+]([O-])c1ccc2nc(/C=C/c3ccc(Cl)cc3)[nH]c2c1,0.1%,-1.6%,?,?,?,-3.8%,?,-30.8%,?
Cc1c(C(=O)Nc2ccc(Cl)cc2)c2ccccn2c1C(=O)c1ccc([N+](=O)[O-])cc1,-0.2%,-23.7%,-14.1%,-16.7%,-16.1%,5.6%,-2.8%,-4.7%,i
CC(C)C(NS(=O)(=O)c1cccc2nsnc12)C(=O)N1CCc2ccccc2C1 (stereo not drawn),-0.4%,-1.1%,-6.7%,-3.1%,?,-2.5%,1.3%,-17.5%,i
C=CCn1c(-c2ccccc2OC)n[nH]c1=S,-0.7%,-0.8%,3.0%,0.1%,-2.7%,-5.6%,-11.1%,2.3%,i
O=C(NCc1ccco1)/C(=C/C=C/c1ccccc1)NC(=O)c1ccco1,8.8%,0.5%,1.8%,1.8%,8.0%,1.9%,7.0%,-4.3%,i
CC1(C(=O)Nc2ccc3c(c2)OCCO3)CCN1C(=O)CC1CCCC1 (stereo not drawn),0.2%,26.8%,18.8%,-18.8%,.,.,.,-1.2%,?
CCCn1c(=O)c(C(=O)NCc2ccncc2)c(O)c2ccccc21,6.0%,-8.7%,-4.4%,-4.8%,-4.6%,?,?,-7.4%,i
COc1cc2c(cc1OC)C(C)N(C(=O)c1cc3c(s1)-c1c(C)cccc1OC3)CC2 (stereo not drawn),-0.2%,-1.4%,?,?,-0.6%,16.4µM*,?,-33.3%,?
Cc1sc2nc(SCC(=O)Nc3ccc(Cl)c(C(=O)O)c3)[nH]c(=O)c2c1C,-1.1%,5.8%,-16.4%,-35.6%,1.0%,2.2%,?,-10.9%,i
N#CC1=C(N)Nc2ncnn2C1c1ccc(F)cc1 (stereo not drawn),0.3%,20.9%,0.8%,0.6%,-1.7%,3.2%,-19.4%,-8.6%,?
COc1ccc(CCNC(=O)C2(C)CCC(=O)N2Cc2ccc3c(c2)OCO3)cc1OC (stereo not drawn),-0.4%,-7.7%,-8.9%,2.5%,1.3%,-3.2%,1.1%,-30.4%,i
NNC(=O)CCc1ccc(S(=O)(=O)N2CCOCC2)cc1,-0.5%,17.3%,11.0%,.,12.0%,3.1%,?,22.7%,?
c1ccc(OCCOc2ncnc3sccc23)cc1,9.4%,0.4%,-15.7%,49.7%[activator],3.7%,2.6%,?,1.1%,i
CNC(=O)c1[nH]cnc1C(=O)N[C@@H](C)C(=O)OCc1ccccc1,20.8%,8.9%,?,4.4%,9.5%,?,1.9%,-41.0%,i
COc1ccc(NC(=O)c2ccc(COc3ccccc3Br)o2)c(OC)c1,0.5%,2.6%,1.0%,-21.5%,?,?,?,8.9%,i
COc1cccc(CNCCSc2nnnn2C)c1OCc1ccc(Cl)cc1Cl,4.9%,.,?,-3.0%,-17.4%,.,?,-49.9%,i
CSc1ccc(C(=O)C2CCCN(C(=O)c3cccc(N4CCOCC4)c3)C2)cc1 (stereo not drawn),0.2%,4.2%,-18.3%,-3.9%,-6.4%,12.5%,-10.6%,2.1%,i
COc1ccc(Cc2nc3ccc(C(=O)NC(C)Cc4ncccc4C)cc3o2)cc1OC (stereo not drawn),2.0%,1.1%,?,-16.6%,-11.8%,19.3%,?,-26.5%,?
